Screens: PubChem, National Center for Advancing Translational Sciences (NCATS)
N370S GC = inhibitors or activators of N370S glucocerebrosidase for Gaucher disease; P04062; Potency, µM (doses to about 59.4 µM), for the others: at the top dose activity change, negative = inhibition, most hits filed as inhibitors; AID 2101; actives 0.092% (n = 330,000); N370S GC spleen homogenate, 4MU-glucoside fluorescence;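 also: 0% = full enzyme activity and -100% = no enzyme basal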
FEN1 inhibitor = inhibitors of human flap endonuclease 1 | P39748 | Recombinant FEN1 flap cleavage, fluorescence, 15 min | Potency, µM (titrated, usually from 114 µM), for inactives: top-dose activity change, negative = inhibition, most hits filed as inhibitors | actives 0.35% (n = 390,000) | AID 588795; also: nearly all actives have a fitted effect of over 65% in size
Target sequence (P39748 whole entry, looked up): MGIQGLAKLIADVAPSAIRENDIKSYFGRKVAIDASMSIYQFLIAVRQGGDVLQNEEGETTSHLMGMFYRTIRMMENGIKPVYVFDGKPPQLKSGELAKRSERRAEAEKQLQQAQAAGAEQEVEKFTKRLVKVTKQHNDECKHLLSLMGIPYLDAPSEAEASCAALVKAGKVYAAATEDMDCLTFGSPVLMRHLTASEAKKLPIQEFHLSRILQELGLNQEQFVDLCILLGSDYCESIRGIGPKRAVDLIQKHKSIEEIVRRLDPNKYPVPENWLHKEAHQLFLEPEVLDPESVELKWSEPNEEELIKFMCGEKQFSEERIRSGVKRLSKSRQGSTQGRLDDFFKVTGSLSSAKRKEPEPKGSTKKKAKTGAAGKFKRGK
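Read-out was taken twice, immediately and after 15 min, following addition of 50 nM substrate to 10 nM FEN1 that had sat with test compound for 15 min at room temperature. Curves came from a four-parameter Hill model.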
TDP1 block = blocks human tyrosyl-DNA phosphodiesterase 1; Q9NUW8; recombinant TDP1, AlphaScreen DNA substrate cleavage; Potency, µM (top dose mostly 130 µM), without a hit: top-dose activity change, negative = inhibition, most hits filed as inhibitors; actives 0.28% (n = 350,000); AID 485290; also: nearly all actives have a fitted effect of over 40% in size
Target sequence (Q9NUW8 whole entry, looked up): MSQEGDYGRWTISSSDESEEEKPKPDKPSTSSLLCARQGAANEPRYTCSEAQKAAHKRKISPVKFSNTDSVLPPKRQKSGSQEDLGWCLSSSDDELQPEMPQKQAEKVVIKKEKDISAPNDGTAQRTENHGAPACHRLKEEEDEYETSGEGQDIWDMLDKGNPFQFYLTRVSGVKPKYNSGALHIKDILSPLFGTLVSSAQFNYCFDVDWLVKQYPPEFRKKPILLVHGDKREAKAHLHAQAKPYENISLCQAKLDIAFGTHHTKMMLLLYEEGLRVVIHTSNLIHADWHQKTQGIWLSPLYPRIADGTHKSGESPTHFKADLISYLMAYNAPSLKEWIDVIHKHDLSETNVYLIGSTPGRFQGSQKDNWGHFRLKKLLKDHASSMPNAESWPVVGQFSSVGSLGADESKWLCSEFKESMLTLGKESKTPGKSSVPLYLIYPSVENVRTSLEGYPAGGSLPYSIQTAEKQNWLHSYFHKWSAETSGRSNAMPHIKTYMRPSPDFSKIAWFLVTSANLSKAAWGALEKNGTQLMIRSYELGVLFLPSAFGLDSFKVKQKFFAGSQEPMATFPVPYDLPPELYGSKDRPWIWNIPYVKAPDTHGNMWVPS
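Steps: enzyme plus compound, 15 min RT; add biotin/phosphotyrosine-FITC oligonucleotide (15 nM final), react 5 min; add donor/acceptor beads (10 ug/ml final), 10 min; read AlphaScreen. Tdp1 at 1 nM final.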
* marks the source's active call; other numbers are inactive results; ? = inconclusive; . = not tested or not shown; & = joins results of further samples; [ ] = another dose, or the depositor's remark. Calls follow the shape of the dose curve; as a rule, active = well fitted curve in the direction sought with a large enough effect; inconclusive = small, poorly fitted or top-dose-only effect, or another doubt; inactive = no such curve, though single readings can be large; an effect the other way counts as inactive or inconclusive. Unless noted, % is scaled to controls: 0 for no effect and ±100 for the full control effect; potency is read from the fitted curve at half-maximal effect. Compounds as they come; about 0.53% have a hit in one of these screens.

1	CCN(CC)C(=O)CC(c1ccc2c(c1)OCO2)c1c(OC)cc(OC)c2c(-c3ccccc3)cc(=O)oc12 (stereo not given)
2	CC(C)C(OC(=O)c1nsc(Cl)c1Cl)C(=O)NCC1CCCO1 (stereo not given)
3	COc1ccc(N2CCN(C(=O)CN(Cc3ccccc3)S(C)(=O)=O)CC2)cc1
4	CC(NCC(=O)Nc1cc(Cl)cc(Cl)c1)c1ccccc1 (stereo not given)
5	O=C(Nc1ccc(C(F)(F)F)cc1)c1cc(S(=O)(=O)NC2CCCCC2)ccc1F
6	Cc1cc(C)cc(CN2CCC(Oc3ccc(C(=O)N4CCCC4)cc3)CC2)c1
7	O=S(=O)(c1ccc(Oc2ccc3oc4ccccc4c3c2)nc1)N1CCCC1
8	CCCC(=O)Nc1cccc(S(=O)(=O)N(C)c2ccccc2)c1
9	Cc1cc(SCC#N)n2nc(C)c(-c3ccccc3)c2n1
10	CCCc1c(C(=O)N/N=C/c2cccc(OCc3ccc(F)cc3)c2)nnn1-c1nonc1N

assay / compound,1,2,3,4,5,6,7,8,9,10
N370S GC,13%&16%,2%,13%,-20%,.,-8%,2%,-3%,-18%,-8%
FEN1 inhibitor,-24%&1%,46%[activator],-5%,?,-24%,-6%,-5%,12%,-18%,5%
TDP1 block,6%&0%,14%,5%,.,0%,.,0%,4%,11%,1%

Copied from the list:
cpd 4 – N370S GC = -20%
cpd 5 – FEN1 inhibitor = -24%
cpd 6 – N370S GC = -8%
cpd 10 – N370S GC = -8%
cpd 3 – N370S GC = 13%

(continued)
11	Cc1ccc2nsnc2c1S(=O)(=O)N1CCN(Cc2ccc3c(c2)OCO3)CC1
12	CC(C)C(NC(=O)c1ccc(F)cc1)C(=O)OCC(=O)N1CC(=O)Nc2ccccc21 (stereo not given)
13	CCOCCCN1C(=O)CN(C2CCCCC2)C(=O)C1c1ccc(OC)c(OC)c1 (stereo not given)
14	C[C@H](c1ccccc1)n1nnc(COCc2ccccc2)c1C#CCOCc1ccccc1
15	Cc1c(-c2ccc(F)cc2)nc(N)c(C#N)c1-c1cccnc1
16	CC(CCc1ccccc1)NC(=O)Cn1ncc2c3ccccc3n(Cc3cccc(Cl)c3)c2c1=O (stereo not given)
17	CCOC(=O)N1CCN(c2nc(C)c3c(n2)CC(C)CC3=O)CC1 (stereo not given)
18	CC(=O)c1cccc(NC(=O)CN2C(=O)c3ccccc3C2=O)c1
19	Cc1ccc(/C=C(\NC(=O)c2ccccc2)C(=O)N2CCCCC2)cc1
20	CCn1c(SCC(=O)c2ccc3c(c2)OCCO3)nnc1-c1ccco1

assay / compound,11,12,13,14,15,16,17,18,19,20
N370S GC,-14%,-1%,4%,17%,0%,.,3%,-4%,2%,2%
FEN1 inhibitor,-2%,0%,5%,-2%,6%,14%,-16%,0%,-1%,-5%
TDP1 block,5%,2%,5%,-7%,.,0%,0%,3%,.,-7%

Structures above that have an aryl methoxy group (3):
1	CCN(CC)C(=O)CC(c1ccc2c(c1)OCO2)c1c(OC)cc(OC)c2c(-c3ccccc3)cc(=O)oc12 (stereo not given)
3	COc1ccc(N2CCN(C(=O)CN(Cc3ccccc3)S(C)(=O)=O)CC2)cc1
13	CCOCCCN1C(=O)CN(C2CCCCC2)C(=O)C1c1ccc(OC)c(OC)c1 (stereo not given)

assay / compound,1,3,13
N370S GC,13%&16%,13%,4%
FEN1 inhibitor,-24%&1%,-5%,5%
TDP1 block,6%&0%,5%,5%

Back to the main list, starting two compounds before the break.
19	Cc1ccc(/C=C(\NC(=O)c2ccccc2)C(=O)N2CCCCC2)cc1
20	CCn1c(SCC(=O)c2ccc3c(c2)OCCO3)nnc1-c1ccco1
21	CC1=C(/C=C/C(C)=C/C=C/C(C)=C/C=C/C=C(C)/C=C/C=C(C)/C=C/C2=C(C)CCCC2(C)C)C(C)(C)CCC1
22	CC(=O)Nc1ccc(NS(=O)(=O)c2cc(C)sc2C)cc1
23	O=C(Nc1ccccc1C(F)(F)F)N1CCN(c2ccc3nncn3n2)CC1
24	COc1cc2c(cc1OC)[C@@H]1C(=O)c3ccc4c(c3O[C@@H]1CO2)C=CC(C)(C)O4
25	CCCCSc1nnc(CCNC(=O)OC(C)(C)C)o1
26	Cc1cc(SCC(=O)NCc2ccc(F)cc2)nc(=O)[nH]1
27	C=CCOC(=O)[C@H](O)[C@@H](O)C(=O)OCC=C
28	COc1cc(Cn2c(=O)oc3ccc(C)cc32)ccc1OCCC(C)C
29	CCCc1ccc(C(=O)NC(=O)c2ccccc2O)cc1
30	O=C(COC(=O)c1ccc2c(c1)OCO2)NCc1ccc2c(c1)OCO2

assay / compound,19,20,21,22,23,24,25,26,27,28,29,30
N370S GC,2%,2%,9%,6%,-5%,3%,6%,.,2%,.,23%,-12%[12.8 µM]
FEN1 inhibitor,-1%,-5%,.,4%,1%,.,-4%,-1%,.,-26%,-1%,1%
TDP1 block,.,-7%,-9%[56.1 µM],5%,3%,12%[56.1 µM],.,3%,6%,-3%,1%,-3%

31	CCCN(C(=O)c1cc2c(=O)n(CC)c3ccccc3c2s1)c1ccccc1F
32	COc1ccc(C(=O)N[C@H](C(=O)NCc2ccccc2)C(C)C)cc1
33	O=C1CN(S(=O)(=O)c2cc(Cl)ccc2Cl)c2ccccc2N1
34	CN1CCc2nc3sc(C(=O)c4ccc(F)cc4)c(N)c3cc2C1
35	CCc1ccc2oc(C(=O)NCC(c3ccc(OC)cc3)N3CCCCC3)c(C)c2c1 (stereo not given)
36	Cc1ccc(S(=O)(=O)Nc2ccc(O)c(S(=O)(=O)c3ccc(C)cc3)c2)cc1
37	COC(=O)C1=C(C)NC(C)=C(C(=O)OC)C1c1ccc(C)o1
38	O=C(CC(c1ccccc1)c1cc(Cl)ccc1O)NCCCN1CCOCC1 (stereo not given)
39	COc1ccc(CN2CNc3c(c(=O)n(C)c(=O)n3C)C2)cc1
40	CCOC(=O)N1CCN(C(=O)c2cc3c(=O)[nH]c4ccccc4c3s2)CC1

assay / compound,31,32,33,34,35,36,37,38,39,40
N370S GC,.,7%,-5%,.,-9%,?,-2%,-17%,13%,2%
FEN1 inhibitor,-6%,4%,2%,4%,-2%&-8%,1%,14%,1%,-3%,-1%
TDP1 block,7%,5%,.,6%,8%&2%,3%,4%,.,3%,6%

41	CCn1c([N+](=O)[O-])nc2c1c(=O)[nH]c(=O)n2C
42	Cc1cc2nc(-c3ccc(OCc4ccccc4F)cc3)cc(C(F)(F)F)n2n1
43	Cc1nn(C)c(Cl)c1/C=C/C(=O)O
44	Cc1ccccc1Nc1oc(-c2ccccc2)nc1-c1cccc2ccccc12
45	CCN1CCN(C2=C(Cl)C(=O)N(Cc3ccccc3)C2=O)CC1
46	Cc1ccccc1NC(=O)CSC1=Nc2ccccc2C2=NC(CCC(=O)NCc3ccccc3)C(=O)N12 (stereo not given)
47	CCOC(=O)Cc1cc(=O)n2[nH]c(-c3ccc(C)cc3)cc2n1
48	O=C(CNc1ccccc1Cl)c1ccc(Br)cc1
49	O=S(=O)(Nc1ccc2[nH]ncc2c1)c1ccccc1Cl
50	Nn1c(SC/C=C/c2ccccc2)nnc1-c1ccccn1

assay / compound,41,42,43,44,45,46,47,48,49,50
N370S GC,-9%,.,13%,-6%,1%,.,19%,4%,4%,3%
FEN1 inhibitor,6%,17%,5%,.,-7%,2%,-5%,-3%,-1%,4%
TDP1 block,4%,2%,5%,-1%,5%,0%,8%,.,4%,5%

By substructure, the entries above with a CF3 group
5	O=C(Nc1ccc(C(F)(F)F)cc1)c1cc(S(=O)(=O)NC2CCCCC2)ccc1F
23	O=C(Nc1ccccc1C(F)(F)F)N1CCN(c2ccc3nncn3n2)CC1
42	Cc1cc2nc(-c3ccc(OCc4ccccc4F)cc3)cc(C(F)(F)F)n2n1

assay / compound,5,23,42
N370S GC,.,-5%,.
FEN1 inhibitor,-24%,1%,17%
TDP1 block,0%,3%,2%

The listing continues.
51	C[C@H](CO)N1C[C@H](C)[C@@H](CN(C)S(=O)(=O)c2cn(C)cn2)Oc2ccc(NC(=O)Cc3ccccc3)cc2C1=O
52	C#CCOC(=O)c1csc2nnsc12
53	CNc1nc(N)c([N+](=O)[O-])c(N2CCCCCC2)n1
54	Cc1ccc2c(c1)N(CCC(=O)NC1CCCCC1)C(=O)CO2
55	O=S(=O)(c1ccccc1)c1nc(-c2ccco2)oc1NCc1ccco1
56	CCOc1cccc2cc(C(=O)NCc3ccc(F)cc3)c(=N)oc12
57	CSc1nc2nc3c(cc2c(=O)n1-c1ccccc1C)COC(C)(C)C3
58	O=C(c1cc2c(=O)n3ccccc3nc2s1)N1CCN(Cc2ccc3c(c2)OCO3)CC1
59	CC1=C(C(=O)OC(C)C)C(c2ccc(Cl)cc2)n2c(s/c(=C\c3ccc(OCC(=O)O)cc3)c2=O)=N1 (stereo not given)
60	C=C(C)CN(CC)C(=O)COc1ccc(S(=O)(=O)Nc2ccc(OC)cc2)cc1

assay / compound,51,52,53,54,55,56,57,58,59,60
N370S GC,.,4%,4%,-8%,17%,4%,-11%,29%,3%,-5%
FEN1 inhibitor,20%,-3%,17%,15%,-18%,3%,1%,0%,?,5%
TDP1 block,0%,2%,.,-8%,9%,2%[56.1 µM],3%,-1%,.,5%

61	COC(=O)c1cccc(C23CC4(C2)[C@H](CN(C)[C@@H]4c2ccccc2)C3c2ccc(C(F)(F)F)cc2)c1 (stereo not given in full)
62	FC(F)(F)c1cnc(Oc2ccccc2-c2nnco2)c(Cl)c1
63	O=C(O)CCCC(=O)N1CCCC1
64	CC(C)NC(=O)C(c1ccc(F)cc1)N(C(=O)CCC(=O)Nc1ccccn1)C1CCCC1 (stereo not given)
65	Cc1c(C(=O)NC(C)c2ccccc2)sc2ncnc(N(C)C3CCCCC3)c12 (stereo not given)
66	O=C(OCN1C(=O)c2ccccc2C1=O)c1cccc(OC(F)F)c1
67	COc1ccc(S(=O)(=O)NCC(c2ccc(F)cc2)N2CCOCC2)cc1Br (stereo not given)
68	O=C(CN1CCCC1)Nc1ccc(Br)cc1
69	Cc1cc(C)nc(NC(C)(C)C(=O)O)n1
70	Cc1ccc(N=Cc2c(O)c3ccccc3oc2=O)c(C)c1

assay / compound,61,62,63,64,65,66,67,68,69,70
N370S GC,-15%&11%,1%,-3%,0%,.,0%,-9%,-5%,-2%,0%
FEN1 inhibitor,-19%,-2%,2%,0%,0%,-6%,6%,20%,20%,2%
TDP1 block,7%&-5%,3%,-3%,10%,-2%,3%,-10%,.,0%,5%

71	OCC[C@@H]1C[C@H](O)[C@@H](O)[C@@]2(OCCCc3ccccc32)O1
72	C#CCOCCOCCOCCNc1nc(N2CCN(C(=O)CCCCCCCCCCNC(=O)[C@@H](CCSC)n3cc(CCO)nn3)CC2)nc(N2CCN(C(=O)CCCCCCCCCCNC(=O)[C@H](CCCN=C(N)N)n3cc(C[C@@H](C)CC)nn3)CC2)n1
73	C=C(C)CNC(=S)NNC(=O)CCn1c2ccccc2c2ccccc21
74	O=C1CNC(=S)N1CCCc1ccccc1
75	COc1ccc(Cc2c(O)nc(SCC(=O)NC(C)(C)C)[nH]c2=O)cc1
76	C=C(c1ccc(O)cc1)c1ccc(O)cc1
77	CCS(=O)(=O)NCCCc1ccccc1
78	CC(=O)N1CCc2c(sc3c2c(=O)n(CCc2ccccc2)c(=O)n3Cc2ccc(F)cc2)C1
79	Cc1nc2ccc(S(=O)(=O)Nc3cccc(-c4nc5cccnc5s4)c3)cc2s1
80	Cc1ccc(C(=O)N/C(=C\c2ccc(Br)cc2)c2nc(=S)[nH][nH]2)cc1
81	O=C(CCC1N=C2c3ccccc3N=C(SCc3ccccc3Cl)N2C1=O)NCc1cccs1 (stereo not given)

assay / compound,71,72,73,74,75,76,77,78,79,80,81
N370S GC,4%,7.9µM*,4%,-23%,8%,-10%,-1%,.,29%,?,.
FEN1 inhibitor,-7%,20µM*,2%,-2%,0%,-15%,1%,-1%,-6%,-16%,-10%
TDP1 block,.,15%,11%,4%,4%,-2%,9%,3%,-1%,8%,2%
